High-throughput results deposited in PubChem BioAssay by several laboratories.
SKKanGAS inh – S. pyogenes SKKanGAS growth inhibitors in kanamycin, primary screen, streptokinase expression inhibitor project, SKKanGAS strain, BacTiter-Glo luminescence; 300,000 tested, 1.3% active; 6 h; inhibition, % at 7.5 µM; AID 1662, 2009;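 active = mean replicate score, as percent of positive control median, at least 50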;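 note: strain carries kanamycin resistance gene driven by streptokinase promoter and grows in 40 µg/ml kanamycin; loss of luminescence reflects streptokinase promoter inhibition or plain growth inhibition; 0% = median of DMSO wells and 100% = positive control at its reference dose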
TMEM16A act – TMEM16A chloride channel activators or potentiators, primary screen, cell-based, HTS; 340,000 tested, 0.3% active; B-score at 10 µM; HEK293 TMEM16A/YFP-H148Q/I152L, iodide quench fluorescence; stronger effect = lower value; Anoctamin-1 (Mus musculus), Q8BHY3;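 active = fluorescence-ratio B-score plate-corrected deviation score at least 3 library SD below zero, with starting fluorescence score within 5 deviations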;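 note: channel opened by trigger with iodide after compound preincubation; score built on the fluorescence ratio of max minus min over baseline; more negative score means more quench and so TMEM16A activation or potentiation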
RGS4 act – RGS4 potentiators or activators, primary screen, cell-based, HEK293 M3R inducible RGS4, calcium flux. carbachol calcium flux Fluo4; stronger effect = lower value. B-score at 10 µM. 310,000 tested, 0.92% active. AID 463111, 2010;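 active = B-score of the integrated calcium signal more than 4 SD below the library mean, with starting fluorescence not abnormally high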;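 note: negative B-score means reduced calcium response which marks RGS4 activation or potentiation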
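Assay system: HEK293 FlpIn-TREx cells, stable M3R, doxycycline-inducible RGS4 / Probe or stimulus: carbachol, ECmax concentration / Times: overnight RGS4 induction, 30 min dye load 37 °C, 20 min compound RT / Signal: kinetic calcium fluorescence imaging with Fluo4-AM dye, 2 µM / Measure: Agonist-evoked peak-minus-minimum fluorescence over baseline, integrated ratio, B score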
MrgX1 antagonist – antagonists of human MrgX1 receptor, primary screen, HEK293 cells, Fluo-4 calcium flux; Mas-related G-protein coupled receptor member X1 (Homo sapiens), Q96LB2; BAM8-22 antagonism; stronger effect = lower value; B-score at 10 µM; 310,000 tested, 1.3% active;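 active = calcium-response B-score plate-corrected more than 3 library SD below zero, starting fluorescence within 5 deviations, no agonist response on first addition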;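 note: peak minus trough fluorescence over baseline after final BAM8-22 challenge near maximal dose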
Target sequence (Q96LB2 whole entry, looked up): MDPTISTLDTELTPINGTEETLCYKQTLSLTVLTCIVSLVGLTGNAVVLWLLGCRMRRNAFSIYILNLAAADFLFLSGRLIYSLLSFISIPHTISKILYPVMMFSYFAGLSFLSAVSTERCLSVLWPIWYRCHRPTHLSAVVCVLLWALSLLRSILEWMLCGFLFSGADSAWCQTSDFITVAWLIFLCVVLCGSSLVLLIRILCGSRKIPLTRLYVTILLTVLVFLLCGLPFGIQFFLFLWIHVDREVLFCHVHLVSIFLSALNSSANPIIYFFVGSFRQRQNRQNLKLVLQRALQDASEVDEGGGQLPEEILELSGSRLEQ
MrgX1 ag – agonists of human MrgX1 receptor, primary screen, HEK293 cells, Fluo-4 calcium flux; Fluo-4 calcium fluorescence, agonist mode; stronger effect = higher value; 310,000 tested, 0.44% active; B-score at 10 µM; AID 588627, 2011; Mas-related G-protein coupled receptor member X1 (Homo sapiens), Q96LB2;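 active = calcium response B-score plate-corrected fluorescence ratio at least 3 library SD, with starting fluorescence B-score inside 5 SD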
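System: HEK293 cells stably expressing human MrgX1 receptor; Dosing: test compound in the initial addition of three; Schedule: overnight plating, then 30 min 37 °C plus 30 min room-temperature dye loading; Detection: kinetic calcium dye fluorescence, Fluo-4 NW; Controls: per-plate positive and negative controls for Z′ factor.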
MrgX1 allo act – positive allosteric modulators of MrgX1, primary screen, HEK293 cells, Fluo-4 calcium flux. FDSS; stronger effect = higher value. B-score at 10 µM. Mas-related G-protein coupled receptor member X1 (Homo sapiens), Q96LB2. AID 588675, 2011. 310,000 tested, 0.63% active;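 active = plate-corrected calcium response at least 3 library SD above typical, normal starting fluorescence, not activating the receptor alone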;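 note: compound read alongside a low EC10 to EC30 dose of BAM8-22 agonist; peak minus trough fluorescence over baseline measured at the second addition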
TRPC6 inh – mouse TRPC6 channel inhibitors, primary screen, cell-based, HEK293, membrane potential dye | B-score at 10 µM | 310,000 tested, 1.1% active | ACh-evoked depolarization; stronger effect = lower value;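 active = B-score under library mean minus 3 SD, initial fluorescence not abnormally high, positive integrated signal ratio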;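 note: B-score derived from integrated fluorescence ratio over the kinetic read; more negative B-score means stronger inhibition of depolarization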
RGS4 inh – RGS4 inhibitors, primary screen, cell-based, HEK293 M3R inducible RGS4, calcium flux; Fluo-4 calcium flux; stronger effect = higher value; triggered by carbachol at its EC20; 310,000 tested, 0.45% active; B-score at 10 µM; Regulator of G-protein signaling 4 (Homo sapiens), P49798;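 active = B-score, a plate-corrected calcium signal, over three deviations above library mean, with baseline fluorescence within five deviations of library mean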;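 note: RGS4 expression induced by doxycycline in cells with stable M3 receptor; B-score is computed from the integrated fluorescence ratio over baseline after carbachol; higher B-score means a larger calcium signal and so more RGS4 inhibition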
Target sequence (P49798 whole entry, looked up): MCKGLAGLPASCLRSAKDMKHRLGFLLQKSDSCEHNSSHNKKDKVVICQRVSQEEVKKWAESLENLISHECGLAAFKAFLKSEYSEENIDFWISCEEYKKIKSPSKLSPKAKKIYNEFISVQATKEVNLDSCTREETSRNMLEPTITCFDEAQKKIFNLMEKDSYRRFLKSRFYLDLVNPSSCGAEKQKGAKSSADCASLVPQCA
HDAC3 inh – HDAC3 deacetylase inhibitors, primary screen, biochemical, fluorescence, cell-free homogeneous | AID 2718, 2010 | inhibition, % at 8.3 µM | recombinant HDAC3, fluorogenic peptide/trypsin coupled | 320,000 tested, 0.15% active; in the data active = inhibition above about 26%, passing the limit was not always enough
Target sequence (O15379 whole entry, looked up): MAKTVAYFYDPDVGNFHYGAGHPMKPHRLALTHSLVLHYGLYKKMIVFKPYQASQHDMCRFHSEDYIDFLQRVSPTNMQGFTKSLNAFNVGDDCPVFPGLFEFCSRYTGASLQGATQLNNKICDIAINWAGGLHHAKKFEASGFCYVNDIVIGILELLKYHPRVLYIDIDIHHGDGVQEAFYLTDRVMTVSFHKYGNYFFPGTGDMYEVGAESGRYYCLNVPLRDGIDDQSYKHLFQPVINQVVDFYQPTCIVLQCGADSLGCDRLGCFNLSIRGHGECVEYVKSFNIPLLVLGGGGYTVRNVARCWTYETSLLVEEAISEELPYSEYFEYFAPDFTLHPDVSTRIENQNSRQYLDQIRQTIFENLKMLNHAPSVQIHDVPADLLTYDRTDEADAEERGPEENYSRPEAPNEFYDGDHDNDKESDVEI
TRPC6 act – mouse TRPC6 channel activators, primary screen, cell-based, HEK293, membrane potential dye; Short transient receptor potential channel 6 (Mus musculus), Q61143; HEK293-TRPC6 membrane potential dye fluorescence; stronger effect = higher value; B-score at 10 µM; 310,000 tested, 0.13% active; AID 2550, 2010;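 active = B-score of the integrated fluorescence ratio above library mean plus 3 SD, and starting fluorescence ratio within library mean plus 5 SD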;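 note: higher score means more depolarization so channel activation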
TMEM16A inh – TMEM16A chloride channel inhibitors, primary screen, cell-based, HTS; normalized B-score (activity score, 25-100; higher = stronger inhibition) at 10 µM; AID 588511, 2011; 310,000 tested, 1.2% active; HEK293 TMEM16A/YFP iodide influx fluorescence, ionomycin; Anoctamin-1 (Mus musculus), Q8BHY3;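 active = ratio plate-corrected score three or more library SD toward inhibition, starting fluorescence score within five deviations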;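 note: score derived from kinetic fluorescence span divided by baseline fluorescence per well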
Starred values were filed as active, the others as inactive; i = inactive; x = no result given.

structure	SKKanGAS inh	TMEM16A act	RGS4 act	MrgX1 antagonist	MrgX1 ag	MrgX1 allo act	TRPC6 inh	RGS4 inh	HDAC3 inh	TRPC6 act	TMEM16A inh
NC(=O)c1ccccc1OCc1nnc(-c2ccccc2Br)o1	-0.3	i	i	i	i	i	i	i	-4.9	i	i
CCOc1ncccc1C(=O)OCC(=O)c1ccc(Cl)s1	-3.5	i	i	i	i	i	i	i	4.2	i	i
COC(=O)/C=C(\C)NC(=O)c1ccc(F)cc1	-1.2	i	i	i	i	i	i	i	5.2	i	i
c1ccc(-c2ccc(CN3CCN(c4ncccn4)CC3)cc2)cc1	-1.0	i	-6.99*	i	i	i	i	i	-6.0	i	i
CCC1CCCCN1CCCNC(=O)C1CCN(S(=O)(=O)N2CCC3(CC2)OCCO3)CC1 (stereo not drawn)	-1.4	i	i	i	i	i	i	i	3.1	i	i
COc1ccc(OCc2nnc(NC(=O)Nc3ccc(F)cc3)s2)cc1	-11.3	i	i	i	i	i	i	i	-1.8	i	i
CCOc1ccc(-c2nc(N)ncc2-c2ccc(OC)cc2)c(O)c1	-4.6	i	i	i	i	i	i	i	-2.9	i	i
CCN(CC)S(=O)(=O)c1ccc(N2CCOCC2)c(NC(=O)c2cc([N+](=O)[O-])ccc2Cl)c1	20.1	i	i	i	i	i	i	i	4.8	i	i
CCC1Oc2ccccc2N(CC(=O)NCCCN2CCCCC2C)C1=O (stereo not drawn)	-0.5	i	i	i	i	i	i	i	-1.4	i	i
Cc1ccc(C2CC(C(F)(F)F)n3nc(C(=O)NCCN4CCOCC4)cc3N2)cc1 (stereo not drawn)	2.8	i	i	i	i	i	i	i	0.6	i	i
Cc1cc(C)c(NC(=O)Cn2nc(-c3ccccc3)nc2-c2ccccc2)c(C)c1	0.9	i	i	i	i	i	i	i	-4.6	i	i
O=C(Nc1ccccc1)N1CCC(c2nc(-c3ccc(S(=O)(=O)N4CCOCC4)cc3)no2)CC1	1.7	i	i	i	i	i	i	i	-1.9	i	i
COc1ccc(C(=O)Nc2ccccc2C(=O)NCc2cccnc2)cc1OC	-4.2	i	i	i	i	i	i	i	2.1	i	i
CCCN(CCC)CC(O)COc1ccccc1C(=O)Nc1ccccc1 (stereo not drawn)	-12.6	i	i	i	i	i	i	i	3.1	i	i
CCC(C)NC(=O)[C@H]1N2C(=O)c3ccccc3C2SC1(C)C (stereo partly drawn)	1.7	x	i	i	i	i	i	i	3.7	i	i
CCOCCCn1c(=S)[nH]c2cc(C(=O)N3CCOCC3)ccc2c1=O	9.5	i	i	i	i	i	i	i	6.7	i	i
CN1c2ccccc2C(O)=C(C(=O)Nc2ccccc2)S1(=O)=O	22.2	i	i	i	40.7*	i	i	i	4.4	i	i
Cc1onc(-c2c(F)cccc2Cl)c1C(=O)NC(=S)NCc1cccnc1	-9.2	i	i	i	i	i	i	i	-6.6	i	i
CC(c1ccccc1)C1OCC(C[N+]2(C)CCCCC2)O1 (stereo not drawn)	0.4	i	i	i	i	i	i	i	8.5	i	i
O=C(CN1CCN(CC(=O)Nc2ccc3c(c2)OCO3)CC1)Nc1ccc(F)cc1	-2.0	i	i	i	i	i	i	i	-3.3	i	i
CCOC(=O)CN(C(=O)CNC(=O)c1cccs1)C(C(=O)NC1CCCCC1)c1cccnc1 (stereo not drawn)	-2.1	i	i	i	i	i	i	i	9.9	i	i
CC(=O)Nc1ccc(S(=O)(=O)NCCC(=O)Nc2ccc(C)c(Cl)c2)cc1	-12.7	i	i	i	i	i	i	i	-0.5	i	i
CSc1cccc(NC(=S)N(CCCN2CCC(C)CC2)Cc2cccs2)c1	6.8	i	i	i	i	i	i	i	10.6	i	i
O=C(OCc1ccc([N+](=O)[O-])cc1)c1ccccn1	3.5	i	i	i	i	i	i	i	-12.5	i	i
CC1=C(C(=O)Nc2ccccc2)C(c2cccs2)n2nnnc2N1 (stereo not drawn)	-20.3	i	i	i	i	i	i	i	2.0	i	i
COc1cccc(CNC(=O)CCNS(=O)(=O)c2ccc(C)cc2)c1	-4.2	i	i	i	i	i	i	i	-1.0	i	i
Cc1cc2nc(-c3ccc(SCC(=O)Nc4ccc(S(=O)(=O)N5CCCC5)cc4)nc3)[nH]c2cc1C	24.4	i	i	i	i	i	i	i	0.2	i	i
O=C(COc1ccccc1)Nc1nnc(-c2ccco2)o1	11.9	i	i	i	i	i	i	i	-1.8	i	i
CCn1c(=O)c2cc(S(=O)(=O)NC3CCCCC3)ccc2n(CC)c1=O	-3.8	i	i	i	i	i	i	i	6.2	i	i
O=C(N/N=C/c1cc([N+](=O)[O-])ccc1O)C12CC3CC(CC(C3)C1)C2	0.0	i	i	i	i	i	i	i	-3.4	i	i
CCCCc1ccc(NC(=O)N[C@H](C(=O)O)C(C)C)cc1	-10.2	i	i	i	i	i	i	i	-1.5	i	i
O=C(Cc1c(F)c(F)c(F)c(F)c1F)OC12CC3CC(C1)C(=O)C(C3)C2	11.5	i	i	i	i	i	i	i	2.6	i	i
COc1ccc(/C=N/NC(=O)c2ccc(O)cc2O)cc1CSc1ccccn1	-2.0	i	i	i	i	i	i	i	11.8	i	i
O=C(NCCc1ccccc1)/C(=C\c1ccc([N+](=O)[O-])cc1)NC(=O)c1ccco1	1.6	i	i	i	i	i	i	i	13.2	i	i
CN(CC(=O)O/N=C(\N)c1ccc(Br)cc1)S(=O)(=O)c1ccccc1	-13.8	i	i	i	i	i	i	i	7.3	i	i
CC(C)N1C(=O)C2C(C(=O)NC3CCCCC3)C3C=CC2(O3)C1C(=O)NC1CCCCC1 (stereo not drawn)	0.4	i	i	i	i	i	i	i	-0.9	i	i
O=C(NCCCN1CCCCC1)c1ccc(CS(=O)c2ccc(Cl)cc2)o1 (stereo not drawn)	19.8	i	i	i	i	i	i	i	0.7	i	i
CCOc1ccc(NC(=O)CSc2ncc(-c3ccc(F)cc3)n2Cc2ccco2)cc1	40.0	i	i	i	i	i	i	i	6.0	i	i
CCCC(C)NC(=O)c1c2c(nc3ccccc13)CCC2 (stereo not drawn)	8.6	i	i	i	i	i	i	i	1.5	i	i
Cn1cc(CN2CCC(n3nccc3NC(=O)c3ccccc3Cl)CC2)c2ccccc21	5.5	i	i	i	i	i	-5.63*	i	0.1	i	i
Cc1ccc(S(=O)(=O)Nc2ncc(C(F)(F)F)cc2Cl)cc1	3.6	i	i	i	i	i	i	i	-1.9	i	i
COc1ccc(C(=O)CSc2nnc(-c3ccco3)o2)cc1	1.5	i	i	i	i	i	i	i	-1.5	i	i
CCOC(=O)N1CCN(C(=O)C2CCN(S(=O)(=O)c3cc(Cl)ccc3OCC)CC2)CC1	-7.6	i	i	i	i	i	i	i	0.0	i	i
CC(=O)c1cccc(CN2CCN(C3CCCC3)C(CCO)C2)c1 (stereo not drawn)	2.6	i	i	i	i	i	i	i	-8.3	i	i
O=CNC(Cc1ccccc1)C(=O)O (stereo not drawn)	4.4	i	i	i	i	i	i	i	1.8	i	i
C/C(=N\NC(=O)C1(C)CC1(Br)Br)c1cccc(NC(=O)C2CCC2)c1 (stereo not drawn)	-14.3	i	i	i	i	i	i	i	4.4	i	i
N#Cc1nc(-c2cccc3ccccc23)oc1NCCN1CCCCC1	4.6	i	i	i	i	i	-7.57*	i	-119.6	i	i
CC(=O)NC(Cc1ccccc1)C(=O)N1CCN(C(=S)NCC(C)C)CC1 (stereo not drawn)	-0.7	i	i	i	i	i	i	i	11.2	i	i
Cc1ccc(-c2nnc3sc(C4COc5ccccc5O4)nn23)cc1 (stereo not drawn)	x	i	x	i	i	i	x	x	0.8	x	i
COc1cc(C2C(C(=O)c3ccc(C)o3)=C(O)C(=O)N2Cc2cccnc2)ccc1O (stereo not drawn)	-15.3	i	i	i	i	i	i	i	-7.8	i	i
Cc1cc(C)cc(Nc2cc(C)nc3nc(C)nn23)c1	-12.1	i	i	i	i	i	i	i	8.1	i	i
Cc1ccc(S(=O)(=O)n2nc(-c3ccc(Cl)cc3)nc2NCc2ccco2)cc1	13.8	i	i	i	i	i	i	i	10.0	i	i
CCOc1ccc(NC(=S)C(C#N)=C2N(C)c3ccccc3N2C)cc1	-9.4	i	i	i	i	i	i	i	7.1	i	i
COc1ccc2c(c1)c(C(C)=O)c(C)n2-c1ccccc1OC	3.4	i	i	i	i	i	i	i	0.9	i	i
COC(=O)c1[nH]c2ccc(F)cc2c1NC(=O)CCN1CC(C)OC(C)C1 (stereo not drawn)	-4.5	i	i	i	i	i	i	i	x	i	i
COc1ccc(-c2cc(CCCC(=O)NCCc3ccc(OC)cc3OC)no2)cc1	17.0	i	i	i	i	i	i	i	3.9	i	i
CC(C)S(=O)(=O)c1csc(C(=O)NNC(=O)Nc2ccccc2)c1Cl	-2.0	i	i	i	i	i	i	i	-2.9	i	i
CCN(CC)C(=O)CSc1nc(O)c(Cc2ccccc2)c(=O)n1-c1ccccc1	1.0	i	i	i	i	i	i	i	-7.1	i	i
CC(NC(=O)C1CCCN(C(=O)N(C)C)C1)c1ccccc1 (stereo not drawn)	-0.3	i	i	i	i	i	i	i	1.9	i	i
Cc1ccc(CNC(=O)CCCN2C(=S)NC(C)(C)CC2C)cc1 (stereo not drawn)	-0.5	i	i	i	i	i	i	i	1.2	i	i
Cc1nn(CCCC(=O)Nc2nccs2)c(C)c1[N+](=O)[O-]	-5.4	i	i	i	i	i	i	i	-1.0	i	i
CCC(OC(=O)c1cccs1)C(=O)NCc1ccc2c(c1)OCO2 (stereo not drawn)	0.8	i	i	i	i	i	i	i	1.2	i	i
